Avidin bead fluor: avidin bead compound fluorescence profile; Avidin beads, compound fluorescence 488/530 nm, flow cytometry; hits give high values; fluorescence (KMESF) at 10 µM; hit rate 0.38% among 220,000; AID 1775; in the data active means fluorescence above about 47; further: inactives centre near 10
HRas wt GTP bind: changes GTP binding to wildtype human HRas; P01112; GST-Ras wt beads, Bodipy-FL-GTP binding, flow cytometry; actives lie on both sides; GTP binding activity, % at 10 µM; hit rate 0.14% among 190,000;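 active means GTP binding activity at least 20% away from the 100% baseline, either lowered as inhibitor or raised as activator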;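 further: 0% = unlabeled GTP competition control and 100% = no-compound control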
Target sequence (P01112 whole entry, looked up): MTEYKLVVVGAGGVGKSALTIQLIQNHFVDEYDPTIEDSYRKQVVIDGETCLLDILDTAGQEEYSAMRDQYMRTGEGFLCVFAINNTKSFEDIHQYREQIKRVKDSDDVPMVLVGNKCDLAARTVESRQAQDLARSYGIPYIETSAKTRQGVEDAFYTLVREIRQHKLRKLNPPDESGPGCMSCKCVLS
Cdc42 wt GTP: changes GTP binding to wildtype human Cdc42; hit rate 0.2% among 190,000; AID 761; percent activity (GTP binding), % at 10 µM; GST-Cdc42 beads, Bodipy-GTP binding, flow cytometry; actives lie on both sides;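 active means percent activity GTP binding at least 20 points away from the 100% baseline, either down as inhibitor or up as activator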;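 further: median bead fluorescence of bound Bodipy-FL-GTP at 100 nM; 0% = excess unlabeled GTP control and 100% = no compound control; below 100% means less GTP binding so inhibitor and above means activator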
Target sequence (P60953 whole entry, looked up): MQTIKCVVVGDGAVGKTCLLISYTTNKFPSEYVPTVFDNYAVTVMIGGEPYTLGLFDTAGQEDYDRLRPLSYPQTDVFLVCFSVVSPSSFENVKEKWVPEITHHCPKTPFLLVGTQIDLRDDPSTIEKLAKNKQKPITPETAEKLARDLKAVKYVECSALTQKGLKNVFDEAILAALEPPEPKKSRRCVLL
Rac1 mut GTP: human Rac1 activated mutant GTP binding change; P63000; hit rate 0.11% among 190,000; percent activity (GTP binding), % at 10 µM; GST-Rac1 activated beads, fluorescent GTP binding, flow cytometry; actives lie on both sides; 100% means binding = to untreated wells; AID 764;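 active means GTP binding at least 20 percentage points away from the 100% baseline, in either direction, so actives lie on both sides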
Rab7 wt modul: alters GTP binding to wildtype dog Rab7; GST-Rab7 beads, fluorescent GTP binding, flow cytometry; actives lie on both sides; untreated = 100%, excess cold GTP = 0%; GTP binding activity (percent of control), % at 10 µM; hit rate 0.055% among 190,000;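 active means fluorescent GTP binding to Rab7 beads changed by at least 20 points from the 100% baseline, either direction, mostly lower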;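 further: median green fluorescence of bound Bodipy-FL-GTP per Rab7 bead population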
GSH fluor: compound fluoresces at 488/530 nm on GSH beads | hit rate 0.25% among 190,000 | GSH beads flow cytometry, compound fluorescence 488/530 nm; hits give high values | AID 1776 | fluorescence (KMESF) at 10 µM; in the data active means fluorescence above about 89;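 further: glutathione beads carrying GST-tagged Bcl family fusion proteins plus one bare bead set; values are compound well signal with DMSO vehicle wells as background; inactives centre near 16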
Mcl1 Bid PPI: disrupts binding of human Mcl-1 to Bid peptide; Q07820; TR-FRET Mcl-1/Bid-Dy647 peptide binding, 1536-well; inhibition, % at 21.7 µM; hit rate 0.97% among 220,000;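 active means compounds that cut the binding signal by more than half at the single screening dose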;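 further: His-tagged Mcl-1 with europium anti-His antibody binding Bid BH3 peptide; 0% = Mcl-1 plus peptide wells and 100% = peptide-only wells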
Target sequence (Q07820 whole entry, looked up): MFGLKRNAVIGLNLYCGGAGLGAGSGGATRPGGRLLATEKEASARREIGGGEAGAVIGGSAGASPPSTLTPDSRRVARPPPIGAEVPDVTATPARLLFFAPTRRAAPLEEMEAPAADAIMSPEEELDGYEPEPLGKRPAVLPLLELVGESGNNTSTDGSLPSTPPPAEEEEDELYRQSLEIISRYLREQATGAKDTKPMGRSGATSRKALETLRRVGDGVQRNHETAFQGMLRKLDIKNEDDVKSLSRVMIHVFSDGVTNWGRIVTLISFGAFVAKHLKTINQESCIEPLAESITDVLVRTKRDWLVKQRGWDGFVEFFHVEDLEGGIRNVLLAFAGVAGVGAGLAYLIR
Rab2A wt mod: changes GTP binding to wildtype dog Rab2A, up or down; AID 760; GST-Rab2 wt beads, Bodipy-GTP binding, flow cytometry; P61105; GTP binding activity, % at 10 µM; hit rate 0.19% among 190,000;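 active means GTP binding activity at least 20 points away from 100%, either lowered or raised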;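 further: 0% = beads with excess unlabeled GTP and 100% = no-compound control corrected for plate trend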
Pf gametocyte: P. falciparum stage V gametocyte viability inhibition; P. falciparum stage V gametocytes, ATP luminescence, 24 h; inhibition, % at 10.9 µM; hit rate 0.065% among 150,000;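 active means inhibition above the mean plus 3 SD of compounds within the control limits, set per campaign, cut at about 38% in these data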;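 further: 0% = DMSO wells and 100% = medium only without gametocytes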
Mcl1-Noxa inh: disrupts binding of human Mcl-1 to Noxa peptide; Q07820; TR-FRET Mcl-1/Noxa peptide binding, 2 h; inhibition, % at 21.7 µM; hit rate 1.5% among 220,000; AID 1022;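 active means compounds that cut the protein-peptide binding signal by more than 50% relative to plate controls in a single-dose test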;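 further: His-tagged Mcl-1 with rhodamine Noxa BH3 peptide and terbium anti-His antibody; 0% = Mcl-1 plus Noxa peptide wells and 100% = peptide-only wells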
Rac1 wt modul: human Rac1 wildtype GTP binding, inhibitors and activators; P63000; GST-Rac1 beads, fluorescent GTP binding, flow cytometry; actives lie on both sides; 0 = cold GTP competed, 100 = untreated; GTP binding activity (% of control), % at 10 µM; hit rate 0.27% among 190,000;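 active means GTP binding activity at least 20 points away from the 100% control level, either lower or higher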
Active calls of the source: *; · = not tested or not shown; & = joins results of further samples. Rows were taken by chance (roughly 3% active in at least one column).

No.	compound	Avidin bead fluor	HRas wt GTP bind	Cdc42 wt GTP	Rac1 mut GTP	Rab7 wt modul	GSH fluor	Mcl1 Bid PPI	Rab2A wt mod	Pf gametocyte	Mcl1-Noxa inh	Rac1 wt modul
1	Cn1c(=O)cc(OCCCC(=O)N2CCCCC2)c2ccccc21	20	101.0	101.0	99.0	101.0	14	3.7	98.0	11.0	-2.1	102.0
2	CCCCN(C)C(=O)c1ccc(CS(=O)(=O)c2ccccc2C)o1	15	98.0	101.0	96.0	99.0	15	-27.5	99.0	·	-11.0	102.0
3	CSc1nc2ccccc2cc1/C=C(\C#N)c1cccc(Cl)c1	9	97.0	96.0	97.0	95.0	4	-18.5	98.0	-9.3	-25.2	101.0
4	O=C(CCCCCN1C(=O)c2ccccc2C1=O)Nc1ccc(S(=O)(=O)N2CCCCC2)cc1	9	98.0	100.0	98.0	96.0	26	4.0	97.0	-6.8	3.8	100.0
5	Cc1cc(C(=O)N/N=C/c2cc(Br)ccc2OC(=O)c2ccccc2)n[nH]1	34	96.0	96.0	95.0	98.0	17	-20.2	96.0	·	11.8	96.0
6	O=C(CSc1ccc(-c2ccco2)nn1)N1CCCCCC1	9	99.0	98.0	93.0	107.0	11	-28.8	101.0	-2.5	5.1	96.0
7	O=C(O[C@@H]1OC2COC(=O)c3cc(O)c(O)c(O)c3-c3c(cc(O)c(O)c3O)C(=O)O[C@@H]([C@H]1O)[C@@H]2O)c1cc(O)c(O)c(O)c1	1	98.0	102.0	97.0	100.0	8	-28.9	98.0	·	113.1*	102.0
8	COc1ccc(C(=O)Nc2ccc3[nH]c(-c4cccc(OC)c4)cc(=O)c3c2)cc1	10	104.0	99.0	98.0	104.0	18	17.1	103.0	-17.5	7.2	103.0
9	O=C(NCCOCc1ccccc1)C(c1ccccc1)c1ccccc1	7	102.0	101.0	97.0	102.0	11	-3.3	99.0	3.2	0.3	103.0
10	O=C(Cc1cccs1)Nc1nnc(SCC(=O)N2CCCCC2)s1	4	96.0	96.0	95.0	96.0	23	-12.2	97.0	22.4	2.1	96.0
11	CCOC(=O)c1c(-c2ccccc2)oc2ccc(O)c(CN3CCN(C)CC3)c12	6	97.0	101.0	101.0	95.0	24	6.1	96.0	1.6	29.2	105.0
12	CCN(CC)CCCN(C(C)=O)c1nc(-c2cc(OC)ccc2OC)cs1	11	97.0	99.0	97.0	96.0	54	-4.9	97.0	·	11.9	98.0
13	COc1ccc(CCNC(=O)COC(=O)COc2ccc(C#N)cc2)cc1	10	96.0	94.0	95.0	93.0	18	-7.8	96.0	13.7	5.9	100.0
14	COc1cc(CNCCCO)ccc1OCC(=O)NC(C)(C)C	10	96.0	98.0	95.0	99.0	14	6.3	96.0	2.2	8.8	96.0
15	O=C(c1csc2ccccc12)N1CCN(c2ccc(Cl)c(Cl)c2)CC1	14	104.0	104.0	102.0	98.0	28	-5.3	102.0	-2.4	10.8	102.0
16	COc1ccc(-c2nnc3sc(-c4ccco4)nn23)cc1OC	27	101.0	101.0	96.0	101.0	10	-41.1	99.0	·	21.9	98.0
17	O=C(c1ccccc1S(=O)(=O)NCc1ccccc1)N1CCCCC1	7	99.0	99.0	98.0	95.0	22	-19.9	99.0	·	34.0	101.0
18	CSCCC(NS(=O)(=O)c1ccc(Cl)cc1)C(=O)OCC(=O)N1CCOCC1 (centres undefined)	14&22	100.0	98.0&97.0	95.0	101.0&97.0	6&16	-74.4	100.0&97.0	·	-19.5	101.0
19	CCNC(=O)C1CCN(S(=O)(=O)c2ccc(F)cc2)CC1	33	100.0	101.0	98.0	99.0	24	-0.9	99.0	·	9.2	103.0
20	CCc1ccc(-c2cn(C3CCCCC3)c(=S)[nH]2)cc1	6	100.0	100.0	97.0	104.0	18	-34.5	103.0	5.3	14.1	99.0
21	Cc1noc(C)c1C(=O)N1CCN(Cc2ccccc2)CC1	8	97.0	97.0	99.0	100.0	11	-28.0	99.0	0.2	9.3	98.0
22	CCOc1ccc(N2C(=O)CC(N(CCc3ccc(OC)c(OC)c3)C(=S)Nc3ccccc3)C2=O)cc1 (centres undefined)	6	101.0	99.0	101.0	97.0	10	-4.5	99.0	-0.9	-4.2	101.0
23	Cn1ncc(Br)c1C(=O)OCC(=O)Nc1nc(-c2ccccc2)cs1	9	100.0	98.0	97.0	98.0	15	14.9	97.0	·	16.4	98.0
24	O=C(CN(Cc1ccco1)C(=O)c1cc(=O)[nH]c2ccccc12)Nc1ccccc1Br	32	98.0	97.0	99.0	98.0	24	-6.4	98.0	·	6.2	103.0
25	CCOC(=O)C1(Cc2ccccc2Cl)CCN(S(=O)(=O)N(C)C)CC1	8	95.0	92.0	91.0	98.0	23	-11.9	94.0	-8.0	-4.4	95.0
26	CCN(CC)S(=O)(=O)c1ccc2[nH]cc(C(=O)NCCN3CCCCCC3)c(=O)c2c1	19	103.0	102.0	95.0	105.0	4	-13.3	102.0	·	14.9	100.0
27	O=C(CCn1nc(-c2ccc(Cl)cc2)c2ccccc2c1=O)NCCN1CCOCC1	14	104.0	104.0	102.0	99.0	63	-12.3	103.0	·	-2.6	104.0
28	C/C(Cn1nnc2ccccc21)=N\OC(=O)c1cc(F)c(F)cc1Cl	9	99.0	89.0	93.0	103.0	17	-18.8	96.0	16.8	7.9	95.0
29	Cc1ccc2c(Cl)c(C(=O)Nc3cc(C)on3)sc2c1	10	98.0	102.0	100.0	98.0	11	-26.0	100.0	6.9	15.0	102.0
30	COc1ccc(-c2cc(C(=O)Nc3nc4c(C)cccc4s3)c3ccccc3n2)cc1OC	6	100.0	102.0	100.0	98.0	19	-8.0	101.0	-18.7	-3.6	102.0
31	O=C(CSc1nc2c(c(=O)[nH]1)CN(Cc1ccc(F)cc1)CC2)Nc1ccc(F)cc1	4	100.0	101.0	98.0	99.0	9	-6.1	100.0	-1.1	-8.4	100.0
32	COc1ccc(-c2noc(-c3ccccc3F)n2)cc1	9	97.0	99.0	97.0	96.0	27	2.9	99.0	·	6.0	98.0
33	Cc1cccc(OCc2nnc(SCc3cc(=O)n4cc(Br)ccc4n3)o2)c1	9	97.0	96.0	97.0	99.0	22	-21.2	98.0	·	-15.8	96.0
34	CCN(CC)S(=O)(=O)c1cccc(NC(=O)c2ccc(C#N)cc2)c1	23	96.0	96.0	96.0	96.0	8	0.5	95.0	3.5	12.2	98.0
35	Cc1cc(-c2nnc(CCC(=O)N3CCN(Cc4cccnc4)CC3)o2)c(C)o1	12	99.0	97.0	98.0	102.0	10	-35.1	98.0	0.8	11.5	101.0
36	COc1ccc(-c2csc(N3CCC(c4ccccc4)C3)n2)cc1 (centres undefined)	9	100.0	102.0	97.0	99.0	29	-53.0	99.0	·	18.9	101.0
37	Cc1cc(NC(=O)c2ccc3nc(-c4ccccc4)c(-c4ccccc4)nc3c2)no1	7	96.0	100.0	97.0	97.0	11	-6.8	97.0	16.8	-0.4	100.0
38	CCC(Sc1nnnn1-c1ccccc1)C(=O)NC(C)c1ccccc1 (centres undefined)	9	101.0	104.0	100.0	101.0	46	-40.2	101.0	·	-0.9	108.0
39	Cc1nc(N2CCOCC2)nc(N2CCCC2)c1[N+](=O)[O-]	2	101.0	105.0	103.0	103.0	12	-34.5	102.0	-38.6	18.1	103.0
40	O=C(Cc1ccc(Cl)cc1)Nc1ccccc1CO	17	101.0	103.0	100.0	98.0	48	-14.1	101.0	5.0	-13.3	103.0
41	O=C(O)CP(=O)(O)O	10	101.0	103.0	100.0	95.0	20	8.3	100.0	·	-39.3	101.0
42	O=C(CN1CCC(n2nnc3cc(F)ccc32)CC1)NCCc1ccccc1	7	100.0	101.0	102.0	93.0	15	-12.7	99.0	-1.0	-7.4	103.0
43	O=C(CCCn1c(=S)[nH]c2ccccc2c1=O)N1CCCCC1	4	98.0	95.0	98.0	97.0	24	-40.5	98.0	-2.5	-2.0	102.0
44	O=C(CSc1nc(O)cc(=O)[nH]1)N1c2ccccc2Sc2ccccc21	13	94.0	89.0	89.0	97.0	14	-53.2	94.0	-6.8	12.7	94.0
45	CCOC(=O)c1ccc(N2Cc3ccccc3C2)cc1O	14	101.0	99.0	93.0	101.0	34	-36.2	99.0	·	3.4	99.0
46	Cc1cc(C(=O)COC(=O)Cn2cnc3c2c(=O)n(C)c(=O)n3C)c(C)n1C	25	100.0	99.0	98.0	99.0	14	-30.9	99.0	0.1	19.1	102.0
47	CC(=O)Nc1ccc2sccc2c1	17	93.0	92.0	94.0	98.0	24	-11.8	94.0	1.8	-17.3	94.0
48	CCOC(=O)C(C)Sc1ncnc2c1nnn2-c1ccc(F)cc1 (centres undefined)	7	99.0	105.0	100.0	104.0	14	-36.8	100.0	·	4.3	102.0
49	COC(=O)c1c(N2C(=O)[C@H]3[C@@H](C2=O)[C@]2(C(=O)Nc4c(C)cccc42)N2CCC[C@@H]32)sc(C)c1C	15	106.0	102.0	104.0	107.0	18	-11.7	104.0	·	22.2	108.0
